Screening results (PubChem)
Hsp70 inhibitors = Hsp70 inhibitors, probe displacement, primary screen, biochemical, fluorescence polarization (AID 583) | Heat shock 70 kDa protein 1A (Homo sapiens) | Hsp70 fluorescence polarization probe displacement, mP; higher % means a stronger effect | displacement, % at 20 µM; hits with a dose series show IC50 in µM | 140,000 compounds, 0.06% hits; in the data active = displacement above about 50%;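 note: plate controls were vehicle for no effect and reference ligand for full effect; a part of the inactive calls stands beside numbers as strong as those of hits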
MKP-3 inhibition = MKP-3 phosphatase inhibitors, primary screen, biochemical, rat enzyme, in vitro (AID 425) | inhibition, % at 20 µM; hits with a dose series show IC50 in µM | Dual specificity protein phosphatase 6 (Rattus norvegicus) | recombinant MKP-3 phosphatase activity, fluorescence; higher % means a stronger effect | 110,000 compounds, 0.17% hits; in the data active = inhibition above about 50%;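 note: plate controls were vehicle for no effect and reference inhibitor for full effect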
* marks the source's active call; other numbers are inactive results; · = not tested or not shown; & = joins results of further samples.

SMILES	Hsp70 inhibitors	MKP-3 inhibition
O=C(CSc1nc2ccccc2[nH]1)Nc1ccc(F)c([N+](=O)[O-])c1	5.6%	-1.6%
CCOc1ccc(C(=O)Nc2cc(-c3nc4ccc(C)cc4o3)ccc2Cl)cc1[N+](=O)[O-]	-4.7%	8.5%
CSc1nc(C)cc(OCC#N)n1	-3.4%	3.8%
O=C(CSc1nc2c(c(=O)n1-c1ccc(F)cc1)SCC2)NCc1ccco1	-1.1%	7.0%
CCOC(=O)C1=CN(c2ccc(OCC)cc2)C=C(C(=O)OCC)C1c1ccccc1OC	1.5%	-0.8%
O=C(CSc1nc2ncccc2[nH]1)c1ccc(F)cc1	-5.4%	0.3%
COC(=O)C1=C(C(=O)OC)SC(=C2C(=S)C(C)(C)N(C(=O)Cc3ccccc3)c3ccc(OC)cc32)S1	9.1%	2.0%
O=C(Nc1nc(-c2ccc3c(c2)OCCO3)cs1)c1ccc(S(=O)(=O)N2CCCCC2)cc1	5.9%	8.0%
CC(C(=O)O)N1C(=O)c2ccccc2C1=O (stereo not drawn)	16.0%	·
COc1ccc(-c2cc(=O)oc3cc(OCc4nn[nH]n4)ccc23)cc1	2.2%	-4.0%
CC1=NN(C(=O)Cc2ccccc2)C(O)(c2ccc(Cl)cc2)C1 (stereo not drawn)	1.1%	1.6%
Cc1cc(N)n(-c2nc(-c3cccnc3)nc3ccccc23)n1	1.3%	-5.3%
c1nc(NC2CCCCCC2)c2[nH]cnc2n1	·	-1.1%
CCOc1ccc(-c2c(C)sc(N)c2C(=O)OC(C)C)cc1	-5.8%	5.7%
C=CCN1Cc2c(sc(C)c2C)N(C(=O)c2ccccc2)C1	3.9%	-0.2%
CS(=O)(=O)N1CCN(c2ccc(NC(=O)c3cccnc3Cl)cc2)CC1	-0.8%	·
COc1ccccc1C(=O)N/C(=C/c1ccc(Br)cc1)C(=O)N1CCCC1	0.9%	2.2%
O=C(COC(=O)c1n[nH]c2ccccc12)NC(=O)NC12CC3CC(CC(C3)C1)C2	-2.8%	-10.2%
COc1ccc(C2CC(C(F)(F)F)n3ncc(C(=O)N(C)Cc4ccccc4)c3N2)cc1OC (stereo not drawn)	10.2%	-1.6%
N#CC1=C(c2ccccc2)N=P(N2CCOCC2)(N2CCOCC2)N=C1N1CCOCC1	-0.5%	-6.2%
O=C(Nc1ccc(O)cc1)c1cccc(N2C(=O)c3cccc([N+](=O)[O-])c3C2=O)c1	-6.4%	1.9%
CCOc1ccc(N2C(=O)NC(=O)/C(=C\c3ccc(-c4ccccc4C(=O)O)o3)C2=O)cc1	0.0%	-1.7%
O=C(CC(c1ccccc1)c1ccccc1O)N1CCNCC1 (stereo not drawn)	4.8%	0.8%
O=C(Nc1ccc2oc(-c3ccccc3)nc2c1)c1ccc(-c2ccc([N+](=O)[O-])cc2)o1	3.1%	21.3%

Full records from above. Screens in order: Hsp70 inhibitors | MKP-3 inhibition
Shown for N#CC1=C(c2ccccc2)N=P(N2CCOCC2)(N2CCOCC2)N=C1N1CCOCC1 = -0.5% | -6.2%
Shown for O=C(Nc1ccc2oc(-c3ccccc3)nc2c1)c1ccc(-c2ccc([N+](=O)[O-])cc2)o1 = 3.1% | 21.3%
Shown for O=C(Nc1ccc(O)cc1)c1cccc(N2C(=O)c3cccc([N+](=O)[O-])c3C2=O)c1 = -6.4% | 1.9%
Shown for O=C(CC(c1ccccc1)c1ccccc1O)N1CCNCC1 (stereo not drawn) = 4.8% | 0.8%
Shown for CCOc1ccc(N2C(=O)NC(=O)/C(=C\c3ccc(-c4ccccc4C(=O)O)o3)C2=O)cc1 = 0.0% | -1.7%

New compounds follow
SMILES	Hsp70 inhibitors	MKP-3 inhibition
COc1ccccc1CNS(=O)(=O)c1ccc(C)c([N+](=O)[O-])c1	-3.0%	-0.4%
O=C(C(Cc1ccccc1)N1C(=O)c2ccccc2C1=O)N1CCc2ccccc21 (stereo not drawn)	8.2%	·
CSC1=NCCN1C(=O)c1ccc(S(=O)(=O)N2CCOCC2)cc1	1.0%	-5.8%
CCc1nnc(NC(=O)CSc2nnc(C)n2Cc2ccccc2)s1	-0.5%	·
Cc1ccc(CNC(=O)C(=O)Nc2ccccc2F)cc1	1.1%	2.1%
Clc1ccccc1Cn1nnc(-c2cccs2)n1	0.7%	-3.2%
CCc1cc2cc(C)cc(C)c2nc1SCC(=O)N1CCCC1	-1.9%	·
Cc1ccc(OCCOc2ccc(C=O)cc2)cc1C	3.5%	1.6%
CN(Cc1ccccc1)C(=O)COc1ccc(-c2ccccc2)cc1	3.0%	4.2%
COc1cc(/C=C2\C(=O)NC(=S)N(c3ccc(F)cc3)C2=O)ccc1OCC(=O)O	-5.3%	2.3%
O=C(CC(Cc1ccccc1)c1ccco1)NC1CCCCC1 (stereo not drawn)	7.8%	·
O=C(O)COc1ccc(Br)cc1/C=N/O	-1.0%	-2.3%
CCOc1ccc(NC(=O)CCS(=O)(=O)c2cccc3nsnc23)cc1	-0.3%	8.0%
C=CCc1cc(/C=C2\C(=O)NC(=O)N(c3ccc(Cl)cc3)C2=O)cc(OC)c1OCC(=O)OC	-2.2%	4.0%
Cc1c(N=Cc2c(O)n(C3CCCCC3)c(=O)[nH]c2=O)c(=O)n(-c2ccccc2)n1C	-4.9%	4.7%
O=C(Nc1ccc(Br)cn1)C(c1ccccc1)c1ccccc1	4.2%	-3.7%
COc1ccc(N2CCCCn3c2nc2c3c(=O)[nH]c(=O)n2C)cc1	1.9%	-5.9%
C#CC1(O)CC(C)NCC1(C)CCC#N (stereo not drawn)	-3.8%	-2.3%
CC(C)NC(=O)c1cccc([N+](=O)[O-])c1	-0.1%	1.1%
Cc1ccccc1C(=O)NC1CCN(CC(=O)Nc2c(C)cccc2C)CC1	0.5%	·
O=C(Nc1nncs1)c1cc(-c2ccccc2Cl)nc2ccccc12	2.8%	1.9%
O=C1C2C3C=CC(C4CC34)C2C(=O)N1c1cccc(Cl)c1 (stereo not drawn)	12.0%	1.4%
CCOC(=O)C1CCN(c2ncnc3nc[nH]c23)CC1	·	-4.1%
Cc1cccc(C)c1NC(=O)CSc1nnc(-c2ccco2)n1-c1ccccc1	-4.7%	3.0%
O=C(O)CNC(=O)c1ccccc1F	-6.2%	0.2%
COCCOC(=O)c1c(C)oc2ccc(OCC=C(C)C)cc12	-2.3%	-10.0%
COc1ccc(S(=O)(=O)N(C)c2ccc(C(=O)NCC3CCCO3)cc2)cc1 (stereo not drawn)	2.2%	-2.4%
O=C(NCc1ccccc1Cl)c1ccc(I)cc1	0.7%	2.9%
Cc1[nH]nc2c1C(c1ccc(F)cc1)C(C#N)=C(N)O2 (stereo not drawn)	-6.0%	-4.4%
Nc1c(C(O)(C(F)(F)F)C(F)(F)F)ccc2ccccc12	-2.3%	10.4%
CC(C)(C)C(=O)Nc1ccc(N2CCOCC2)cc1	1.2%	-0.1%
Cc1cc(C)n(-c2ccc(C(=O)N3CCc4ccccc43)cc2)n1	-4.8%	-12.6%
COc1ccc(-c2nnc(SCC(=O)NCc3ccco3)o2)cc1	4.2%	-10.5%
CCCCN1C(=O)/C(=C2\SC(N3CCCCC3)=NC2=O)c2ccccc21	-2.4%	-5.6%
CC(=O)Nc1c(C)c(Br)cc(C(=O)O)c1[N+](=O)[O-]	1.9%	-3.2%
CCOc1cccc(OCCCCN2CCCCC2)c1	-6.2%	-4.8%
COC(=O)CN(c1ccccc1)S(=O)(=O)c1ccc(F)cc1	-2.7%	-8.2%
O=Cc1ccccc1OCc1ccc(F)cc1	3.0%	0.4%
O=Cc1cn(-c2ccccc2)nc1-c1cccs1	-3.1%	4.3%
O=C(c1ccc(N2CN(C(=O)c3ccco3)c3nc4ccccc4nc32)cc1)N1CCOCC1	1.8%	-3.8%
CCN(CC(=O)NC1CCS(=O)(=O)C1)c1nc(-c2ccccc2)nc2ccccc12 (stereo not drawn)	-8.4%	-6.9%
O=C1NC(c2cccc([N+](=O)[O-])c2)Nc2c1sc(=S)n2-c1ccccc1 (stereo not drawn)	-0.7%	0.3%
Cn1c(SCc2cccnc2)nc2cccnc21	1.2%	-5.9%
CCC(C)C(C(=O)Nc1ccc(C(=O)OC)cc1)N1C(=O)c2ccccc2C1=O (stereo not drawn)	1.1%	-0.2%
Cc1c(NC(=O)C2CCCN(S(=O)(=O)c3cnc[nH]3)C2)c(=O)n(-c2ccccc2)n1C (stereo not drawn)	-6.9%	1.0%
CCOC(=O)C(CCCCCOc1ccc(F)cc1)C(=O)OCC	1.9%	0.5%
COc1ccc2cc3cc(C(=O)NCCN4CCN(Cc5ccccc5)CC4)oc3nc2c1	1.1%	-1.1%
O=C1Nc2ccccc2C1(O)c1c[nH]c2ccccc12 (stereo not drawn)	2.4%	0.5%
O=C(CCNc1ccc(I)cc1)c1cccs1	-1.3%	1.4%
CCOC(=O)Cc1csc(NC(=O)c2ccco2)n1	2.7%&2.9%	-9.0%&-0.5%
Nc1[nH]nc2nc(NCc3ccccc3)c3c(c12)CCN(Cc1ccccc1)C3	3.8%	7.3%
COc1ccc(C(C)=O)cc1CSc1cc(C)c2ccccc2n1	-1.2%	-1.7%
CSc1nc2ccccc2n1CC(=O)Nc1ccc(C)c(C)c1	·	3.0%
CCOC(=O)CCCNC(=O)c1cncc(O)c1	-4.2%	·
CC(C)(C)c1nc(N2CCN(C(=O)c3ccco3)CC2)c2nnn(Cc3ccccc3)c2n1	1.2%	·
C/C(=N/NC(=O)c1cc(C(C)C)[nH]n1)c1cccs1	3.8%	·
Cc1cc(NC(=O)Cn2c(=O)c3c(ncn3CCC(C)C)n(Cc3ccccc3)c2=O)no1	-2.5%	-16.5%
OC(c1cccs1)c1nccc2ccccc12 (stereo not drawn)	5.3%	3.9%
COc1c(Cl)cc(C(=O)Nc2cc(C)ccn2)cc1Cl	-0.6%	2.6%
O=C(O)c1cnn2c(C(F)(F)F)cc(-c3ccco3)nc12	6.7%	0.9%

Other structures.
SMILES	Hsp70 inhibitors	MKP-3 inhibition
CC1CCN(C(=O)c2ccccc2[N+](=O)[O-])CC1	1.2%	-6.7%
CN(C1CCCCC1)S(=O)(=O)c1ccc2c(c1)c(=O)c(C(=O)NCCCN1CCCC1)cn2C	6.7%	3.0%
Cc1nc2oc3ccccc3c(=O)c2c(=O)n1Cc1ccccc1	6.2%	-4.7%
CCOC(CNC(=O)c1ccc2c(c1)nc(C)n2-c1cccc(F)c1)OCC	2.1%	·
Cn1cccc1Cc1nnc(SCC(=O)NC2CCCC2)n1CCc1ccccc1	-3.7%	-4.6%
CC(=O)c1c(C)n(-c2ccccc2)c2ccc(O)cc12	·	-2.1%
CCCC1C(c2ccccc2)NC(c2ccccc2)C(C)C1(C)O (stereo not drawn)	2.1%	2.3%
COCCNS(=O)(=O)c1ccc2c(c1)C(=O)c1cc(S(=O)(=O)NCCOC)ccc1-2	·	-6.8%
CCc1ccccc1N1C(=O)C2CC=CCC2C1=O (stereo not drawn)	2.3%	-6.0%
CCOC(=O)c1[nH]c2ccc(OC)cc2c1NC(=O)CN1CCc2ccccc2C1	-0.5%	·
CCC(=O)NCCc1c[nH]c2ccccc12	3.5%	·
CCCCC(c1nnnn1CCOC)N1CCN(c2cccc(OC)c2)CC1 (stereo not drawn)	3.4%	-7.1%
COCc1[nH]nc2c1C(c1sccc1C)C(C#N)=C(N)O2 (stereo not drawn)	3.0%	-5.9%
COc1ccccc1CN(CC(=O)NCC1CCCO1)C(=O)CNS(=O)(=O)c1ccc(C)cc1 (stereo not drawn)	-0.9%	-3.4%
Cc1nc2nc(CSc3nnc(C)s3)cc(=O)n2[nH]1	-1.3%	0.3%
Nc1nonc1C(=O)N=Nc1c(O)[nH]c2ccccc12	4.3%	-2.3%
FC(F)(F)COc1nc(N2CCNCC2)nc(N(c2ccccc2)c2ccccc2)n1	0.3%	4.1%
CS(=O)(=O)N(CC(=O)N1CCN(Cc2ccccc2)CC1)C1CCCCC1	-3.1%	-7.3%
COc1cccc(-c2nc(-c3cccc([N+](=O)[O-])c3)no2)c1	0.4%	-0.3%
CNc1ccc(SC(F)(F)F)cc1C(=O)c1ccccc1	-2.6%	2.8%
CCc1ccc(C2C(C#N)=C(N)SC(N)=C2C#N)s1	-44.7%	-7.5%
Cn1c(C(=O)NCCCN2CCN(c3cccc(Cl)c3)CC2)cc2c(=O)n(C)c3ccccc3c21	-8.4%	-12.6%
O=C1NC(=O)N(c2ccc(Cl)cc2)C(=O)/C1=C/c1cccc(C(F)(F)F)c1	-4.5%	2.9%
CC(=O)c1cccc(Nc2cc(C)nc3ncnn23)c1	3.8%	2.1%

Three entries out of the list, ordered by SMILES length, descending.
SMILES	Hsp70 inhibitors	MKP-3 inhibition
Cn1c(C(=O)NCCCN2CCN(c3cccc(Cl)c3)CC2)cc2c(=O)n(C)c3ccccc3c21	-8.4%	-12.6%
O=C1NC(=O)N(c2ccc(Cl)cc2)C(=O)/C1=C/c1cccc(C(F)(F)F)c1	-4.5%	2.9%
CNc1ccc(SC(F)(F)F)cc1C(=O)c1ccccc1	-2.6%	2.8%

The list goes on:
SMILES	Hsp70 inhibitors	MKP-3 inhibition
Cc1cc(C)nc(-n2nc(C)cc2NC(=O)CNC2CCCCC2)n1	6.5%	·
O=C(Cn1nnc2ccccc21)C1CC1	1.1%	-8.2%
COc1ccc(C(=O)/C=C/c2cn(CN3CCN(C)CC3)c3ccccc23)cc1	-20.4%	·
O=C(NC1CC2CCC(C1)N2Cc1ccco1)c1ccccc1 (stereo not drawn)	5.3%	·
CCOC(=O)N1CCN(c2ncnc3nc[nH]c23)CC1	·	-11.3%
O=C(Cc1nn[nH]n1)NCCC1=CCCCC1	-1.4%	-3.2%
O=C(CSc1nc2ccccc2n1CC(=O)N1CCCC1)N1CCN(C(=O)c2ccco2)CC1	-3.8%	-10.3%
CCOc1c(Br)cc(/C=C2\C(=O)N(CCC#N)N=C2C)cc1OC	1.3%	·
COc1c([N+](=O)[O-])cc2c(C)c(Br)c(=O)oc2c1OC	0.4%	6.7%
CCCCN(C)Cc1c(C)[nH]c2c(ccc3ccccc32)c1=O	-1.6%	3.7%
O=C1CC(c2cccc(Cl)c2)c2cc(Br)c3ccccc3c2N1 (stereo not drawn)	-1.8%	0.0%

This is a subset; count on the stated rates, not on these rows.
